USP1 inh = blocks the human USP1/UAF1 deubiquitinase complex; O94782; recombinant USP1/UAF1, Ub-Rhodamine cleavage fluorescence; Potency, µM (series often up to 57.1 µM), inactives show top-dose activity change, negative = inhibition, most hits filed as inhibitors; 390,000 tested, 0.23% active; AID 743255; also: potency is read from the fitted curve at half-maximal effect; % is scaled to controls: 0 for no effect and ±100 for the full control effect; nearly all actives have a fitted effect of over 60% in size; inactives centre near -12
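1 nM enzyme complex + cpd, 15 min RT; start with Ub-Rho 150nM final; kinetic fluorescence ex 480/em 540, 6 reads q60 s. Buffer 50mM HEPES pH 7.8, 0.5mM EDTA, 0.1 mg/ml BSA, 1mM TCEP, 0.01% Tween-20.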
rTrxR1 inhibitor = inhibitors of rat thioredoxin reductase 1 | O89049 | 390,000 tested, 1% active | Potency, µM (top dose mostly 114 µM), for the others: at the highest dose activity change, negative = inhibition, usual class: inhibitors | recombinant rTrxR1, NADPH fluorescence consumption, selenite substrate | AID 588453; also: potency is read from the fitted curve at half-maximal effect; % is scaled to controls: 0 for no effect and ±100 for the full control effect; nearly all actives have a fitted effect of over 65% in size
Target sequence (O89049 whole entry, looked up): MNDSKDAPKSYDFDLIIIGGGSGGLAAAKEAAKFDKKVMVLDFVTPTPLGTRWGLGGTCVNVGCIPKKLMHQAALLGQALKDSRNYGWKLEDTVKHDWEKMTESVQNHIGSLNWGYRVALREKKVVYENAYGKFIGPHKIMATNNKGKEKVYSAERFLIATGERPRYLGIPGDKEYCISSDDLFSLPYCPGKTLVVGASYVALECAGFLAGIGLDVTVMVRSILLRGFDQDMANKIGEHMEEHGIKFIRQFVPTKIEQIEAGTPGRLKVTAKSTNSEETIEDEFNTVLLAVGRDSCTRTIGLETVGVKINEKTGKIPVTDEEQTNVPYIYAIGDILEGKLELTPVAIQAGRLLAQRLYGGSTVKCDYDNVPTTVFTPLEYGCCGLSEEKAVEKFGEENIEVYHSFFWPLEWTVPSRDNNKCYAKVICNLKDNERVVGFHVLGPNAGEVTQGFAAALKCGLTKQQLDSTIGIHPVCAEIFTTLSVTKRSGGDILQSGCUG
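Rat TrxR1 (90 nM in the dispensed reagent) was pre-reduced with 400 uM NADPH for 5 min at room temperature, then incubated with compound for 15 min. After 400 uM selenite was added, NADPH fluorescence (Ex 340/Em 450 nm) was followed for 8 min.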
D2 ag = activates the human D2 dopamine receptor | AID 485358 | activation, % at 2 µM | P14416 | HEK293 T-REx D2 cells, calcium flux agonist mode | 340,000 tested, 0.53% active;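 active = activation over 3 SD above normal in the single-dose calcium agonist read, cut at about 30% in these data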; also: 0% is about no effect
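Calcium-flux readout, 1 cycle/sec over 180 s following compound pin transfer, in inducible HEK293 Trex D2 cells (force-coupled); dopamine controls included. Positive calcium responses during this window marked compounds as potential agonists.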
TRHR enhancer = allosteric enhancers of human TRH receptor. TRHR cells, fluo-8 calcium fluorescence, EC20 TRH enhancement. enhancement, % at 2 µM. 360,000 tested, 0.66% active; in the data active = enhancement above about 30%; also: 0% is about no effect
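Enhancer read-out: after compound pinning and an initial kinetic agonist-mode read, an EC20 of TRH (10 nM final) was injected and fluo-8 calcium signal (Ex 480/Em 530) followed at 1 s/cycle for 100 cycles in TRHR-expressing cells.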
D2 antagonist = antagonizes the human D2 dopamine receptor; AID 485344; HEK293 TREx D2 cells, calcium flux, dopamine EC80; P14416; 340,000 tested, 2% active; inhibition, % at 10 µM; in the data active = inhibition above about 30%; also: 0% is about no effect
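Overnight-induced (tetracycline, 30 C) HEK293 T-REx cells carrying force-coupled D2 receive a no-wash calcium dye, then compound, then EC80 dopamine at 180 s; signals are read kinetically throughout.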
PI4K2A block = blocks human PI4K2A kinase activity. Q9BTU6. purified PI4K2A, ADP-Glo luminescence, 1 h; active compounds read low. activity change, negative = inhibition, % at 76.9 µM. 420,000 tested, 0.13% active; in the data active = activity change below about -50%; inconclusive = mostly about -30% to -49%;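 also: -100% = wells without enzyme as full effect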
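ADP-Glo luminescence measured ADP generated by PI4K2A enzyme (4 ug/mL before mixing) with 1.2 mM PI substrate (pre-mix) and 300 microM ATP (pre-mix). Tris pH7.5 buffer with MgCl2, Triton X-100; 1 h reaction at ambient temperature.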
TrxR1 substrate = substrates of rat thioredoxin reductase 1 | O89049 | purified TrxR1 substrate turnover, NADPH consumption readout | Potency, µM (titrated, usually from 114 µM), inactives show at the highest dose activity change, negative = substrate turnover | 390,000 tested, 0.01% active | AID 588456; also: potency is read from the fitted curve at half-maximal effect; % is scaled to controls: 0 for no effect and ±100 for the full control effect; nearly all actives have a fitted effect of over 50% in size
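Rat TrxR1, dispensed at 90 nM, was prereduced with 400 uM NADPH (final) for 5 min at ~22 deg C, then incubated with compound 15 min before 400 uM selenite. A first-read NADPH fluorescence drop versus no-compound background flagged substrates.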
TRHR agonist = TRH receptor (human) agonism | TRHR cells, calcium flux fluo-8, FDSS agonist mode | 360,000 tested, 0.18% active | P34981 | activation, % at 2 µM | AID 493084; in the data active = activation above about 30%; also: 0% is about no effect
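In this calcium-flux screen, cells bearing human TRHR are dye-loaded with fluo-8, baselined for 10 cycles, then exposed to library compounds; positive kinetic calcium responses during the agonist phase mark hits, with TRH as control.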
mIDH1 inhibitor = blocks human mutant IDH1 R132H enzyme. O75874. IDH1-R132H enzyme, NADPH consumption, diaphorase/resazurin fluorescence. Potency, µM (doses to about 76.6 µM), inactives show at the highest dose activity change, negative = inhibition, hits mostly inhibitors. 390,000 tested, 0.093% active; also: potency is read from the fitted curve at half-maximal effect; % is scaled to controls: 0 for no effect and ±100 for the full control effect; nearly all actives have a fitted effect of over 65% in size
Target sequence (O75874 whole entry R132H, stated change not applied): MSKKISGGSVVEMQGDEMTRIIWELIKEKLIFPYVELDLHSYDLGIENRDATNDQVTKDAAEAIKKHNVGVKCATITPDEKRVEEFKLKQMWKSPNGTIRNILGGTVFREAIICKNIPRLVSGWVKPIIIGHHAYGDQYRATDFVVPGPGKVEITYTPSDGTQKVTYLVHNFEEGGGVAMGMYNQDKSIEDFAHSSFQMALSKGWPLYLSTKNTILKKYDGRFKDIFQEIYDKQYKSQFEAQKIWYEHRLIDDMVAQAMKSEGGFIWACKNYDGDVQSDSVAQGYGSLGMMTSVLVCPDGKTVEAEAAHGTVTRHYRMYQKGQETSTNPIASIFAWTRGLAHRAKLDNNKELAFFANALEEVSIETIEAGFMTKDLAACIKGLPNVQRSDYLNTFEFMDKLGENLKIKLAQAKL
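IDH1-R132H (0.5 ug/mL) preincubated 30 min with compound, then NADPH (0.016 mM) and alpha-KG (2 mM) added; 80 min at RT, pH 7.5. Remaining NADPH coupled via diaphorase/resazurin to fluorescence (540/590 nm); concentration-response curves normalized to no-enzyme control.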
Active calls of the source: *; ? = inconclusive; · = not tested or not shown; & = joins results of further samples; [ ] = another dose, or the depositor's remark. Unless noted, calls follow the shape of the dose curve; as a rule, active = well fitted inhibition curve with a large enough effect; inconclusive = small, poorly fitted or top-dose-only effect; inactive = no such curve, though single readings can be large or run the other way.

Each structure is followed by: USP1 inh	rTrxR1 inhibitor	D2 ag	TRHR enhancer	D2 antagonist	PI4K2A block	TrxR1 substrate	TRHR agonist	mIDH1 inhibitor
1: Cc1ccc(CSCC2Nc3ccc(C(=O)N4CCN(c5ccc(F)cc5)CC4)cc3NC2=O)cc1 (centres undefined)
→ ?	?	0.1	-1	8	-16	-1%	0.7	18%
2: COc1nc(NC(C)(C)C)nc(Oc2ccc(=O)n(C)n2)n1
→ -24%	20%[57.1 µM]	0.2	2	-28	-3	4%[57.1 µM]	-0.4	0%
3: COc1ccc(NC(=O)CSc2nnc3ccc(-c4ccncc4)nn23)cc1
→ -4%	6%[57.1 µM]	·	4	·	-5	2%[57.1 µM]	-0.2	-7%
4: CCN1CCN(Cc2ccc(NC(=O)c3cc(NC(=O)c4cc(-c5ccc(OC)cc5)n[nH]4)cc(OC)c3)cc2C(F)(F)F)CC1
→ -17%	38%	-0.1	-1	0	-2	8%	0.5	-6%
5: Cc1ccc(-n2nc3c(=O)n(CCCC(=O)NCc4ccc(F)cc4)nc(C)c3c2C)cc1
→ -16%&-7%	9%&39%	0.5&-0.9	-4&2	3	-2&9	0%&10%	-0.6&-1.1	2%&17%
6: O=C(CCCCn1c(=O)c2ccccc2n(Cc2ccc(Cl)cc2)c1=O)NCc1ccco1
→ -9%	10%[57.1 µM]	3.0	-10	-6	-5	6%[57.1 µM]	-0.3	1%
7: O=C(NCCc1ccccc1)c1ccc(Cl)cc1[N+](=O)[O-]
→ -9%	2%	-0.9	1	-15	-6	-1%	-0.1	5%
8: Cc1cccc(C)c1NC(=S)N(CCc1ccncc1)C(C)C
→ -13%	12%	-0.2	-1	-25	-21	10%	0.2	0%
9: Cc1cccc(/C=N/NC(=O)CC(=O)NCCc2ccccc2)c1
→ -15%	12%	·	·	·	3	5%	·	13%
10: O=C(CSc1ccc2ccccc2c1Br)Nc1cccc(S(=O)(=O)NC2=NCCCCC2)c1
→ -26%	-5%	-0.7	3	12	-6	-5%	1.0	0%
11: O=C(O)c1ccc(C(=O)c2ccc3c(c2)C(=O)N(CC2CCCO2)C3=O)cc1 (centres undefined)
→ -6%	18%	0.5	5	-5	3	3%	1.2	-10%
12: CC(CCc1ccccc1)NC(=O)CN1CCSc2ccccc21 (centres undefined)
→ -14%	18%[57.1 µM]	·	-2	·	5	-13%[57.1 µM]	-0.9	8%
13: Cc1cccc(NC(=O)c2cccc(NC(=O)c3ccco3)c2)c1
→ -16%	-21%	·	·	·	-1	-13%	·	-1%
14: O=c1oc2ccccc2c(Cl)c1CN1CCCCC1
→ -17%	3.2µM*	2.2	-1	-5	9	6%	0.4	-5%
15: O=C(O)CNC(=O)/C(=C\c1ccco1)NC(=O)c1ccco1
→ -20%	-27%	0.1	2	-6	-2	-3%	0.9	0%
16: CC(Cc1ccccc1)NC(=O)c1cc2ccccc2o1 (centres undefined)
→ -20%	30%	-1.2	-6	7	1	8%	-1.9	3%
17: CCOC(=O)Cc1cc(=O)[nH]c(/N=C(\N)Nc2ccc(OC)cc2)n1
→ -5%	6%	0.5	1	-4	-3	-5%	0.2	0%
18: O=C(Nc1ccc2[nH]c3c(c2c1)CCCC3)c1ccco1
→ 2%	-10%	3.1	-1	-5	-14	-8%	7.8	5%
19: Cc1ccc(NC(=O)N2CCCC2C(=O)NCC2CCCO2)cc1 (centres undefined)
→ -20%	8%	-0.1	0	-7	-3	11%[57.1 µM]	0.2	-1%
20: COc1ccc(CCNC(=O)c2ccc3c(c2)N(Cc2ccc(F)cc2)CCS3)c(OC)c1
→ -22%	51%[activator]	-1.0	-9	-9	1	46%[activator]	0.3	2%
21: C=CCNC(=O)/C(C#N)=C\c1cc(Cl)c(OCC)c(OC)c1
→ -9%	?	0.8	-8	12	23	-15%	0.7	8%
22: O=C(NP(=O)(N1CCCC1)N1CCCC1)C1=C(N2CCOCC2)/C(=C/c2cccc([N+](=O)[O-])c2)CC1
→ -16%	-17%[57.1 µM]	0.3	1	10	25	6%[57.1 µM]	-0.4	8%
23: COc1cc(NC(=O)CSc2nnnn2-c2ccccc2)cc(OC)c1OC
→ -17%	10%	-0.2	6	7	2	3%	-0.4	2%
24: COc1cc2c(=O)n(CCC(=O)NCC3CCCO3)c(=O)n(CC(=O)c3ccc(Cl)cc3)c2cc1OC (centres undefined)
→ -10%	16%	-0.1	1	1	-1	-1%	-0.4	2%
25: Cc1ccc2cccc(NC(=S)NC(=O)c3ccnn3C)c2n1
→ -16%	8%[57.1 µM]	9.9	-4	-19	-1	-3%[57.1 µM]	0.3	-3%
26: Cc1ccccc1NC(=S)N1CCC(NC(=O)c2ccco2)CC1
→ 3%	-6%	0.1	2	-1	2	-5%	-0.1	-2%
27: CCCCNCc1ccc(SC)cc1
→ -1%	24%	0.1	-2	22	-1	11%	-0.1	4%
28: Cc1ccc2nc(-c3ccccn3)cc(C(=O)Nc3ccc4c(c3)OCO4)c2c1
→ -14%	34%[57.1 µM]	0.7	4	-13	-3	-10%[57.1 µM]	0.2	2%
29: O=C(CSc1ccc2nnc(-c3cccnc3)n2n1)Nc1ccc(F)cc1F
→ -4%	-8%	-0.4	-2	-2	1	-2%	-0.3	4%
30: COc1ccc(NC(=S)NN2CCOCC2)cc1OC
→ 4%	-19%	-0.1	-6	10	3	-6%	-0.3	2%

3 entries from above, sorted by the value under TRHR enhancer, ascending.
| entry | SMILES | USP1 inh | rTrxR1 inhibitor | TRHR enhancer | D2 antagonist | PI4K2A block | TrxR1 substrate | TRHR agonist |
| --- | --- | --- | --- | --- | --- | --- | --- | --- |
| 29 | O=C(CSc1ccc2nnc(-c3cccnc3)n2n1)Nc1ccc(F)cc1F | -4% | -8% | -2 | -2 | 1 | -2% | -0.3 |
| 3 | COc1ccc(NC(=O)CSc2nnc3ccc(-c4ccncc4)nn23)cc1 | -4% | 6%[57.1 µM] | 4 | · | -5 | 2%[57.1 µM] | -0.2 |
| 23 | COc1cc(NC(=O)CSc2nnnn2-c2ccccc2)cc(OC)c1OC | -17% | 10% | 6 | 7 | 2 | 3% | -0.4 |

(cont.)
Each structure is followed by: USP1 inh	rTrxR1 inhibitor	D2 ag	TRHR enhancer	D2 antagonist	PI4K2A block	TrxR1 substrate	TRHR agonist	mIDH1 inhibitor
31: Cc1ccc(-c2nnc(Nc3ccc(Cl)cc3)c3ccccc23)cc1S(=O)(=O)NCC1CCCO1 (centres undefined)
→ -18%	2%	·	4	·	-1	9%	0.0	12%
32: Cn1nc(C(=O)NCc2ccccc2)c2ccccc2c1=O
→ -24%	11%	0.8	-1	-6	-4	0%	1.0	2%
33: Cc1ccc(OCCNS(=O)(=O)c2ccc(Cl)cc2)cc1
→ -8%	21%	-1.0	2	14	-12	-2%	-0.2	-1%
34: CC(C)(C)SCCNS(=O)(=O)c1ccc2ccccc2c1
→ -16%	1%[57.1 µM]	-0.2	13	-5	11	-1%[57.1 µM]	0.1	-7%
35: CN(C(=O)COn1nnc2ccc(S(=O)(=O)N3CCOCC3)cc21)c1ccccc1
→ -22%	11%[57.1 µM]	-0.3	-4	0	-2	1%[57.1 µM]	0.3	-4%
36: C=CCC[C@@H](Cc1ccc(F)cc1)C(=O)OC[C@@H](NC(=O)[C@H](CC=C)CC(=O)N(CCO)Cc1ccccc1)c1ccccc1
→ ?	24%	·	·	·	-5	-3%	·	8%
37: CSc1nc(C2CC2)cc(-c2cccs2)c1C#N
→ 3%	32%	-0.2	-11	2	0	19%	0.2	1%
38: CN1CCN(C(=O)/C(=C/c2cccs2)NC(=O)c2cccs2)CC1
→ -17%	4%[57.1 µM]	-1.1	2	-5	-7	-12%	0.5	-3%
39: CSCCC(NS(=O)(=O)c1ccc2c(c1)Cc1cc(S(=O)(=O)NC(CCSC)C(=O)O)ccc1-2)C(=O)O (centres undefined)
→ -7%	1%[57.1 µM]	-0.7	2	-5	-1	3%[57.1 µM]	0.5	-5%
40: Cc1ccccc1NC(=O)COc1ccc(S(=O)(=O)N2CCCC2)cc1C
→ -21%	-2%	-0.4	2	-4	2	-3%	-1.2	-1%
41: CCOc1ccc2nc(SC3CC(=O)N(c4ccc(OC)cc4)C3=O)sc2c1 (centres undefined)
→ -23%	-12%	-0.2	0	5	-3	-3%	1.2	5%
42: O=C(O)C(F)(F)C(NCc1ccccc1)c1ccccc1 (centres undefined)
→ -8%	14%	-0.7	7	0	-1	-1%	0.3	8%
43: CCCCOCC(O)Cn1c(C)nc2ccccc21 (centres undefined)
→ 3%	3%	0.4	-7	-18	-3	4%	1.4	4%
44: O=c1[nH]c(=O)n(C2CCCO2)cc1F (centres undefined)
→ -16%	24%	-0.6	-3	32*	3	9%	-0.7	-6%
45: CCCn1c(CN(Cc2ccccc2)Cc2ccccc2)nc2c1c(=O)n(C)c(=O)n2C
→ -18%	-4%[57.1 µM]	-0.4	20	3	2	-2%[57.1 µM]	0.5	-6%
46: CC[C@H](C)NC(=O)c1ccc(Cn2c(=S)[nH]c3c([nH]c4ccc(OC)cc43)c2=O)cc1
→ -10%	-6%[57.1 µM]	-1.5	-4	-3	8	7%[57.1 µM]	0.3	6%
47: CN1C(=O)Cc2cc(S(=O)(=O)NCCc3ccccc3)ccc21
→ -20%&1%	23%&14%	0.0&-1.0	0&-2	14	5&-3	1%&1%	0.9&-0.2	0%&-13%
48: CCn1c(SCC(=O)OC)nnc1-c1ccc(C)cc1
→ -15%	21%	-1.4	0	-4	1	0%	0.1	6%
49: CC(C)Cn1cc(NC(=O)N2CCN(c3cccc(Cl)c3)CC2)c2ccccc2c1=O
→ ?	18%	-0.5	4	·	-11	11%	-1.0	-7%
